# From PubChem
# EP2 mod: EP2 receptor modulators, cAMP readout, primary screen, cell-based, HTRF cAMP, PGE2 stimulation; Prostaglandin E2 receptor EP2 subtype (Homo sapiens), P43116; EP2-expressing cells, cAMP HTRF FRET, PGE2 co-stimulation; 260,000 compounds, 0.83% hits; induction, % at 25 µM;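 active = compounds whose cAMP rise, as percent of the full-agonist control response, exceeds 60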;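 also: rat C6 glioma line stably carrying human EP2 under a CMV promoter; the protocol text gives 20 µM as final concentration; 100% = response of wells given 1 µM PGE2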
# NPY-Y1 PAM-ag: NPY-Y1 receptor potentiators or agonists, primary screen, cell-based; Neuropeptide Y receptor type 1 (Homo sapiens), P25929; NPY-Y1 expressing cells, potentiator/agonist activation; activation, % at 3.6 µM; 220,000 compounds, 0.37% hits; AID 1304, 2008; in the data active = activation above about 33%, passing the limit was not always enough;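 also: cells stimulated with NPY at EC10 then isoproterenol at EC100; 0% = low agonist plus stimulus and 100% = saturating agonist plus stimulus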
# Target sequence (P25929 whole entry, looked up): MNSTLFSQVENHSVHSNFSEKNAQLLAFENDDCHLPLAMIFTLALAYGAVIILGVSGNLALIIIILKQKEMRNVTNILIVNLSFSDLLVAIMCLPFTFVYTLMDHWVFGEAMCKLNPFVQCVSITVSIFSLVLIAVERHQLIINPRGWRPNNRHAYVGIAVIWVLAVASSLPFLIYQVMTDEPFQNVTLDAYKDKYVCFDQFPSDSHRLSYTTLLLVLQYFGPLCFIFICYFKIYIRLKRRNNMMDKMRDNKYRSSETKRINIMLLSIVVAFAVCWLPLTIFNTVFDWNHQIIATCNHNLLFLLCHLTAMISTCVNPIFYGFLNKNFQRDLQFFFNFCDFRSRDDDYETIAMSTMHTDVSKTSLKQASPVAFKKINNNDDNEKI
# TRPML3 ag: human TRPML3 channel agonists, primary screen, cell-based, HEK293 TRPML3-YFP, Fluo-8 calcium fluorescence, 3 µM; Mucolipin-3 (Homo sapiens), Q8TDD5; 100% = the carbachol control signal; activation, % at 3 µM; 220,000 compounds, 0.29% hits; AID 1448, 2008;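 active = activation above its plate's cutoff, the mean activation of the plate's test wells plus 3 SD, cut at about 12% in these data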;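 also: 0% = DMSO only wells and 100% = carbachol wells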
#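 Test system: TRPML3-YFP stable HEK293 cells. Doses: single point at 3 µM. Incubation: dye loading 1 h 37 °C then 30 min ambient, 125 s read. Signal: Fluo-8 calcium dye fluorescence, ex 470-495, em 515-575 nm. Measure: percent activation from peak-to-basal fluorescence ratio, scaled between DMSO and carbachol.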
# NPY-Y2 PAM-ag: NPY-Y2 potentiators or agonists, primary screen, cell-based; AID 1359, 2008; activation, % at 3.6 µM; cells expressing NPY-Y2, potentiator/agonist read-out; 220,000 compounds, 0.45% hits; Neuropeptide Y receptor type 2 (Homo sapiens), P49146; in the data active = activation above about 27%;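 also: cells stimulated with NPY near EC25 plus isoproterenol at EC100; 0% = vehicle plus submaximal agonist and 100% = vehicle plus saturating agonist; some results beyond the cut were filed as inactive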
# NPY Y1 blocker: NPY-Y1 receptor antagonists, primary screen, cell-based; HEK293-CNG Y1 cells, membrane potential fluorescence; NPY at EC95, then isoproterenol; inhibition, % at 3.6 µM; 200,000 compounds, 1% hits;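 active = inhibition above the campaign mean inhibition of all tested compounds plus 3 SD, cut at about 20% in these data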;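 also: 0% = DMSO wells given NPY plus isoproterenol and 100% = isoproterenol alone without NPY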
#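 material = HEK293 cells with Y1 receptor plus CNG channel | also added = NPY 25 nM then isoproterenol 1 µM plus Ro 20-1724 25 µM | schedule = dye 3 h, compound 60 min room temperature, stimulation 45 min | measured by = membrane potential fluorescence | benchmarks = high control isoproterenol alone, low control NPY with isoproterenol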
# S1P4 antag: S1P4 receptor antagonists, primary screen, cell-based; inhibition, % at 4.98 µM; AID 1510, 2009; S1P4-expressing cells, antagonist mode, reporter read-out; 220,000 compounds, 0.26% hits; Sphingosine 1-phosphate receptor 4 (Homo sapiens), O95977; in the data active = inhibition above about 29%;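 also: 0% = wells stimulated with agonist and 100% = vehicle wells without agonist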
# Target sequence (O95977 whole entry, looked up): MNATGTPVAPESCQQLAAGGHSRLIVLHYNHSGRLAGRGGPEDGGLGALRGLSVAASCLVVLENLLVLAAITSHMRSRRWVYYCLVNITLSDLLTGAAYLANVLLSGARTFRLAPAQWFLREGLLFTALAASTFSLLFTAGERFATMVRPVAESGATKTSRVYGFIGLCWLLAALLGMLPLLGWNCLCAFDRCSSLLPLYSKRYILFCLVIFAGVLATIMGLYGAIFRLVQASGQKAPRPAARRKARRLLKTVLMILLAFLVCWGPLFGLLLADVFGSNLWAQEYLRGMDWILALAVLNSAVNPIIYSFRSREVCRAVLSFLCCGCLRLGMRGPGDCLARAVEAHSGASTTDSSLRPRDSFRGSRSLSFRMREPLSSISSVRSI
# S1P4 agonist: S1P4 receptor agonists, primary screen, cell-based; AID 1509, 2009; 220,000 compounds, 0.35% hits; activation, % at 4.98 µM; S1P4-expressing cell line, agonist reporter assay; in the data active = activation above about 11%;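 also: 0% = DMSO vehicle and 100% = reference agonist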
# TRPN1 ag: zebrafish TRPN1 channel agonists, primary screen, cell-based, HEK293, calcium fluorescence; HEK293 zebrafish TRPN1-YFP, Fluo-8 calcium fluorescence; 100% = response to 87 µM carbachol; transient receptor potential cation channel N1 (TRPN1/NompC), Danio rerio; activation, % at 3 µM; 220,000 compounds, 0.18% hits;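 active = activation above its plate's cutoff, the mean activation of test wells on that plate plus 3 SD, cut at about 19% in these data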;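 also: 0% = DMSO alone and 100% = 87 µM carbachol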
#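 Control set: carbachol 87 µM as high control, DMSO as low control; system: HEK293 stable line with zebrafish TRPN1-YFP; read-out: % activation versus carbachol response; detection: intracellular calcium fluorescence with Fluo-8; doses: single test compound dose, 3 µM nominal, 0.3% DMSO; schedule: dye 1 h 37 °C plus 30 min RT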
# CHOP inhibitor: inhibitors of CHOP promoter induction, primary screen, cell-based, unfolded protein response, luciferase reporter; CHO-K1 CHOP-promoter luciferase, tunicamycin-induced, 15-18 h; inhibition, % at 10 µM; 220,000 compounds, 3.8% hits; AID 2732, 2010;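 active = compounds that reduced the stress-induced luciferase reporter signal by more than about 70% of percent inhibition, limit read from the data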;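 also: 0% = tunicamycin plus vehicle and 100% = wells without tunicamycin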
# Active calls of the source: *; x = not tested or not shown; & = joins results of further samples.
SMILES,EP2 mod,NPY-Y1 PAM-ag,TRPML3 ag,NPY-Y2 PAM-ag,NPY Y1 blocker,S1P4 antag,S1P4 agonist,TRPN1 ag,CHOP inhibitor
Cc1nc2ccccn2c1/C(O)=C1\C(=O)C(=O)N(CCN(C)C)C1c1ccco1 (stereo not given),12,-12,0.7,7,2,-4,-0.6,0.4,-3
N#Cc1c(NC(=O)C2CC(Cl)=CCC2C(=O)O)sc2c1CCCCC2 (stereo not given),3,0,0.7,-6,4,-5,0.4,1.5,35
CCN(CC)C(=O)CSc1nc(O)cc(=O)n1C,-18,-3,-0.2,11,0,2,1.3,-0.4,-8
Cc1ccc(C)c(Sc2ccc(NC(=O)CCl)cc2)c1,-11,4,0.4,8,0,8,6.1,-1.8,-14
CC1CCCCN1S(=O)(=O)c1ccc(C(=O)Nc2nnc(-c3cccs3)o2)cc1 (stereo not given),22,1,-0.5,1,1,-18,2.3,-1.0,x
Cc1ccc(CNC(=O)c2cc(-c3cc(C)cc(C)c3O)n[nH]2)cc1,-109,-18,-0.2,-49,x,7,0.1,-0.4,9
O=C(NCC1CCCO1)c1ccccc1-c1nc(-c2ccccc2)no1 (stereo not given),0,4,-0.3,12,3,-3,-1.5,0.6,-8
CNC(=O)C1C2C=CC3(O2)C1C(=O)N(C1CC1)C3C(=O)NCc1ccc(OC)cc1 (stereo not given),-5&-15,-13,0.0,4,12,-26,2.8,3.2,-7
COc1ccccc1N1CSC2=C(C#N)C(c3ccc(SC)cc3)CC(=O)N2C1 (stereo not given),16,-10,1.0,-3,3,-7,2.6,1.4,-94
CC(NC(=O)C1CCN(S(=O)(=O)N2CCC3(CC2)OCCO3)CC1)c1ccccc1 (stereo not given),-4,-4,0.6,-1,-1,4,-2.4,2.8,-1
NC(=O)Nc1ccc2c(c1)OCCO2,9,8,1.0,-1,3,6,-0.1,1.3,29
COc1cc(/C=N/NC(=S)NC2CC3C=CC2C3)cc(OC)c1OC (stereo not given),-28,16,-0.7,-4,x,20,1.4,-0.1,15
O=C(NCCC(=O)N1CCN(c2ncccn2)CC1)c1ccccc1Cl,-10,-25,2.0,9,-3,-3,-1.6,-0.7,-12
Cc1ccc(-n2nnnc2SCC(=O)Nc2ccccc2-c2ccccc2)cc1C,3,-13,-0.5,-28,15,-6,0.2,-0.7,35
CCC(c1nnc(SCC(=O)N2CC3(C)CC2CC(C)(C)C3)o1)N(C)C (stereo not given),11,-17,0.4,9,9,6,-3.6,0.5,2
O=C(CSc1nnnn1-c1ccccc1Cl)Nc1ccc2c(c1)OCCO2,-4,23,0.4,-7,-1,-6,-1.7,1.8,44
O=C(Nc1ccc(Cl)cc1)C(c1ccccc1)N(CCO)CCO (stereo not given),18,12,-0.1,2,6,-9,1.3,-0.3,-6
Brc1cccc(-c2nnc3sc(CNCc4ccco4)cn23)c1,-6,-9,0.5,-2,6,12,-1.7,0.9,1
CCN1CCN(c2nc3ccccc3nc2C(C#N)C(=O)OC2CCCCC2)CC1 (stereo not given),-3,1,0.1,3,0,-22,0.5,-0.2,-26
COc1cc2c(cc1OC)C(C)N(C(=O)c1cc3c(=O)oc4ccc(C)cc4c3s1)CC2 (stereo not given),-3,-4,0.8,-15,5,-8,1.5,0.2,37

# Filtered by structure: the compounds so far with a thiophene ring, fused or not (three)
SMILES,EP2 mod,NPY-Y1 PAM-ag,TRPML3 ag,NPY-Y2 PAM-ag,NPY Y1 blocker,S1P4 antag,S1P4 agonist,TRPN1 ag,CHOP inhibitor
N#Cc1c(NC(=O)C2CC(Cl)=CCC2C(=O)O)sc2c1CCCCC2 (stereo not given),3,0,0.7,-6,4,-5,0.4,1.5,35
CC1CCCCN1S(=O)(=O)c1ccc(C(=O)Nc2nnc(-c3cccs3)o2)cc1 (stereo not given),22,1,-0.5,1,1,-18,2.3,-1.0,x
COc1cc2c(cc1OC)C(C)N(C(=O)c1cc3c(=O)oc4ccc(C)cc4c3s1)CC2 (stereo not given),-3,-4,0.8,-15,5,-8,1.5,0.2,37

# Next part
SMILES,EP2 mod,NPY-Y1 PAM-ag,TRPML3 ag,NPY-Y2 PAM-ag,NPY Y1 blocker,S1P4 antag,S1P4 agonist,TRPN1 ag,CHOP inhibitor
ONC(=Nc1ccc(Cl)cc1)c1ccccc1Cl,-1,13,1.3,13,-3,0,1.3,1.0,65
COc1ccccc1-c1nnc(SCC(=O)O)n1-c1ccc(C)cc1,6,19,0.9,-1,4,-14,1.8,-0.7,2
COc1ccc(Cl)cc1NC(=O)C(C)OC(=O)c1ccc(NS(=O)(=O)c2ccc3[nH]c(=O)[nH]c3c2)cc1 (stereo not given),2,-28,0.6,0,8,6,-0.1,-0.3,1
O=[N+]([O-])c1ccc2nc(-c3ccc(Cl)cc3)n(OCc3ccccc3)c2c1,10,-1,0.8,-3,3,3,1.9,-0.5,11
COc1cc(/C=N/O)ccc1OCc1ccccc1Cl,-34,8,-0.4,-3,3,-30,0.3,-3.5,37
O=C(Cn1cnc2c(nnn2Cc2ccc(Cl)cc2)c1=O)NCc1ccco1,-21,-4,-0.1,5,1,1,-4.7,-0.1,12
CCCCN(CCCC)Cc1ccc(C(=O)NNC(=O)Nc2ccc(F)cc2)o1,-2,6,-0.3,-1,4,-4,0.7,-2.0,-5
CCO/C(C)=N/n1c2nc3ccccc3nc2c2c(=O)n(Cc3ccccc3Cl)c(C)nc21,17,-17,-0.4,3,-4,8,1.6,-0.1,46
CCOC(=O)C1=C(CC)NC2=C(C(=O)CCC2)C1c1ccc(OC)c(OC)c1 (stereo not given),21,7,-0.3,-2,0,1,3.0,-0.2,29
CCOC(=O)c1cnc(SCC)[nH]c1=O,-10&22,-19&-9,0.8&-0.3,-5&-14,1,8&-2,0.1&-1.2,0.6&0.6,23&24
O=C(NCc1ccccc1)c1ccc(S(=O)(=O)N2CCCc3ccccc32)cc1,-29,12,-0.2,-13,-6,-22,-0.3,0.3,31
O=C(CCc1ccccc1)NCc1ccccn1,3,-4,0.6,-1,-3,-3,-1.4,0.9,-11
CCOC(=O)CC/C(C)=N\N=C1\SC(CC(=O)O)C(=O)N1c1ccccc1 (stereo not given),-17,-4,0.7,-10,x,3,-0.7,-1.4,3
C=C(C)CN1C(=O)C(O)(CC(=O)c2ccc3c(c2)OCCO3)c2ccccc21 (stereo not given),3,-24,0.6,-11,8,1,1.6,1.8,12
Cc1c(NC(=O)CN2C(=O)NC3(CCCCC3)C2=O)c(=O)n(-c2ccccc2)n1C,19,4,1.5,12,-5,-20,0.8,3.0,19
O=C(Nc1cccc(F)c1)c1ccc(Cn2cc([N+](=O)[O-])cn2)o1,-70,-16,-1.3,-8,2,-20,5.9,-0.1,-3
CN(Cc1ccccc1)c1nc2c(c(=O)n(C)c(=O)n2C)n1CCCc1ccccc1,48,-53,-1.1,-5,18,1,1.1,-2.7,19
Cc1cc(C)n2nc(C(=O)Nc3nccs3)nc2n1,21,-4,0.4,-4,-2,4,-1.0,0.6,9
O=C(CSc1ncccn1)NCc1cccs1,-5,-7,0.3,-20,-1,-18,-1.4,1.2,-19
CCN(CC)C(=O)CSc1nc2ccccc2c(=O)n1OC(C)C,10,-8,0.4,-8,6,15,-0.8,-0.1,14

# Just EP2 mod, S1P4 antag and TRPN1 ag, for 2 of the compounds above:
compound,EP2 mod,S1P4 antag,TRPN1 ag
O=C(NCc1ccccc1)c1ccc(S(=O)(=O)N2CCCc3ccccc32)cc1,-29,-22,0.3
O=C(CCc1ccccc1)NCc1ccccn1,3,-3,0.9

# Later entries:
SMILES,EP2 mod,NPY-Y1 PAM-ag,TRPML3 ag,NPY-Y2 PAM-ag,NPY Y1 blocker,S1P4 antag,S1P4 agonist,TRPN1 ag,CHOP inhibitor
O=C(Nc1nc(-c2ccc(S(=O)(=O)N3CCOCC3)cc2)cs1)c1ccccc1,-32,26,1.2,-2,-2,-7,-1.9,6.6,18
C=CCn1c(=NC(=O)c2ccco2)sc2cc(C(=O)OC)ccc21,11,-9,0.6,5,10,-2,0.3,-1.2,80*
Nc1nnc(N2CCCCCC2)s1,11,1,0.1,14,9,16,-1.7,0.0,35
Cc1ccc(S(=O)(=O)N2c3ccccc3CC2C)cc1 (stereo not given),9,13,-0.4,-4,4,0,-0.9,-2.6,3
CCC(C)C(=O)Nc1nc(C)c(-c2csc(Nc3ccc(Cl)cc3)n2)s1 (stereo not given),-12,17,0.8,-5,4,2,-7.7,0.5,66
CN(Cc1cccs1)C(=O)c1ccc(S(=O)(=O)N2CCCCC2)cc1,-15,25,1.0,-9,x,-10,0.8,7.2,4
CC1=C(C(N)=O)C(c2cccc(OCc3ccccc3)c2)n2nnnc2N1 (stereo not given),15,27,-0.3,12,-3,-23,0.6,1.4,-9
COc1ccc(S(=O)(=O)N(NC2=NS(=O)(=O)c3ccccc32)C(=O)C(C)C)cc1,-6,0,0.3,-7,5,5,1.1,-1.5,-23
Cc1ccsc1/C=N/Nc1ccc(Cl)nn1,16,-3,-0.1,-12,x,2,0.5,-0.1,65
CCOc1ccc(NC(=S)c2ccncc2)cc1,8,-1,1.9,-6,-6,-21,1.0,5.0,16
CC(C)C(NS(=O)(=O)c1ccc2c(c1)oc(=O)n2C)C(=O)N1CCN(Cc2ccccc2)CC1 (stereo not given),11,-2,-0.2,1,7,-12,-0.1,-0.3,5
Nc1ccn(Cc2cccc(F)c2)n1,15,-2,-0.2,-8,2,-11,0.0,1.2,-1
O=[N+]([O-])c1ccc2oc(-c3ccccc3)nc2c1,-11,-1,0.9,-1,1,-14,-0.7,0.3,16
O=C1CCC(C(=O)OCc2cc(Cl)ccc2OC(F)F)N1 (stereo not given),18,-10,0.2,12,3,-12,1.7,-1.1,7
CCOc1c2ccc(C(=O)NCCc3cccs3)cc2nn1CC,-24,6,0.4,-5,-1,7,1.3,0.1,1
COc1cc(C2NC(=O)NC(C)=C2C(=O)OC(C)C)ccc1OC(=O)c1ccco1 (stereo not given),-15&1,-7,-1.3,-12,-2,5,0.6,-0.9,-26
COc1cc(-c2ccc(NC(C)=O)c(OC)c2)ccc1NC(C)=O,-16,-14,1.2,-4,x,-8,0.3,0.8,2
Cc1cccc2cc(C(c3nnnn3Cc3ccc4c(c3)OCO4)N3CCCC3)c(=O)[nH]c12 (stereo not given),16,-17,0.5,7,7,-13,-1.5,1.2,47
O=C(c1ccc2c(c1)OCO2)N1CCNc2ccccc2C1,16,-12,0.4,-16,4,-8,-4.6,-0.5,30

# Compounds as they come, and some 6.5% of all compounds hit somewhere here.
